Screening data (PubChem)
GCN5L2 inh: inhibitors of human GCN5L2 histone acetyltransferase; GCN5L2 HAT assay, ThioGlo1 CoA-SH fluorescence; 390,000 tested, 0.21% active; Q92830; Potency, µM (top dose mostly 58.9 µM), without a hit: at the top dose activity change, negative = inhibition, actives largely listed as inhibitors
Target sequence (Q92830 whole entry, looked up): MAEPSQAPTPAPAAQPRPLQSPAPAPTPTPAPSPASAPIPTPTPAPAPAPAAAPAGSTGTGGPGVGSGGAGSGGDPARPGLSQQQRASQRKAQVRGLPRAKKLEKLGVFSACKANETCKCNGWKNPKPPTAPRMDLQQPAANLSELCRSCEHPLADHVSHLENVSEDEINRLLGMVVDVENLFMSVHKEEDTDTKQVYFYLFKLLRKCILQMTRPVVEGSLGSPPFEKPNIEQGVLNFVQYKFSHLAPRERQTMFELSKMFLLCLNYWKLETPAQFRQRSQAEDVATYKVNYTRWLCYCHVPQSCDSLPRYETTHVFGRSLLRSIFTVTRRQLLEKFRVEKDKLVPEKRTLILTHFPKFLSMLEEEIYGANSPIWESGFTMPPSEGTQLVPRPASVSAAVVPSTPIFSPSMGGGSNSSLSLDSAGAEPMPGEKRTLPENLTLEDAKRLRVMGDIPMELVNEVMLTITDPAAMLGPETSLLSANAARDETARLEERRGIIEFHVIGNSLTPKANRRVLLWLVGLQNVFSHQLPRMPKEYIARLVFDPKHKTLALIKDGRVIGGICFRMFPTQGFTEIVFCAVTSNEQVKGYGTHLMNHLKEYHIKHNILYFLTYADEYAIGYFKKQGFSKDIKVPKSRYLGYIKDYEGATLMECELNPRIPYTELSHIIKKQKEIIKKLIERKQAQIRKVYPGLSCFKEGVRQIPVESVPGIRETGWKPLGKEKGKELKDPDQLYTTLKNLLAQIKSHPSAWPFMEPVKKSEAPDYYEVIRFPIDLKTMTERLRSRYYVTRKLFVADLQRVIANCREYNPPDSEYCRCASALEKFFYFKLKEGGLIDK
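GCN5L2 (20nM final) in 50mM HEPES, 0.1mM EDTA pH 7.5, 0.01% Tween-20 was preincubated 15 min at room temperature with compound, then given ThioGlo1 (50uM), H3(1-25) peptide (75uM) and acetyl-CoA (70uM); CoA-thiol fluorescence (Ex340/Em540) was read at 0 and 20 min.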
FEN1 inh: inhibitors of human flap endonuclease 1. P39748. Potency, µM (top dose mostly 114 µM), without a hit: top-dose activity change, negative = inhibition, most hits filed as inhibitors. 390,000 tested, 0.35% active. AID 588795. Recombinant FEN1 flap cleavage, fluorescence, 15 min; note: nearly all actives have a fitted effect of over 65% in size
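FEN1 at 10 nM preincubated with compounds 15 min at room temperature, then flap DNA substrate added at 50 nM final. Signal read at 0 and 15 min; concentration-response fitted with four-parameter Hill equation.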
N370S GC mod: N370S glucocerebrosidase modulation, Gaucher chaperone candidate | P04062 | N370S GC spleen homogenate, 4MU-glucoside fluorescence | Potency, µM (series often up to 59.4 µM), inactives show top-dose activity change, negative = inhibition, actives largely listed as inhibitors | 330,000 tested, 0.092% active | AID 2101;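 note: 0% = full enzyme activity and -100% = no enzyme basal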
The depositor's hits bear a star; ? = inconclusive; . = no result given; & = joins results of further samples. Calls come from the whole dose curve; as a rule, active = well fitted curve in the direction sought with a large enough effect; inconclusive = small, poorly fitted or top-dose-only effect, or another doubt; inactive = no such curve, though single readings can be large; an effect the other way counts as inactive or inconclusive. Unless noted, % is set by controls: 0 for no effect and ±100 for the full control effect; potency is the fitted concentration of half-maximal effect.

N370S GC mod	GCN5L2 inh	FEN1 inh	SMILES
-4.2%	-8.4%	.	COCC(C)n1c(C)cc(C(=O)COC(=O)C2=NN(c3ccccc3)C(=O)CC2)c1C (stereo unspecified)
7.0%	17.2%	-0.9%	Cc1cc(C)cc(-n2c(N)c(C(=O)Nc3c(C)n(C)n(-c4ccccc4)c3=O)c3nc4ccccc4nc32)c1
28.7%	0.6%	21.5%	Cc1ccccc1NC(=S)N1CCOCC1
3.7%	-2.9%	-9.0%	O=C(Nc1cc(C(F)(F)F)ccc1N1CCCCC1)c1ccco1
9.2%	?	-15.9%	O=C(O)CSc1ncnc2c1sc1nc(-c3ccccc3)c3c(c12)CCC3
-6.0%	-0.9%	18.3%	O=C(NC1CCCN(c2ccc(C(F)(F)F)cn2)C1)c1ccncc1 (stereo unspecified)
1.4%	-4.6%	0.9%	Cn1c(COc2ccccc2)nnc1SCC(=O)NC1CCCC1
-8.0%	-0.1%	-16.0%	O=C(c1ccc(Cl)c(NC2=NC3CS(=O)(=O)CC3S2)c1)N1CCN(c2ccc(F)cc2)CC1 (stereo unspecified)
0.4%	-7.2%	4.1%	CCC(C)n1c(=S)[nH]c2c(sc3ccc([N+](=O)[O-])cc32)c1=O (stereo unspecified)
-4.5%	-8.3%	-14.8%	Cc1ccc(NC(=O)Cc2n[nH]c(=S)n2C)cc1
11.1%	-17.2%	-7.6%	CC(C)C(=O)Nc1sc2c(c1-c1nc3ccccc3[nH]1)CCCC2
0.9%	-4.0%	7.2%	Cc1ccc(NC(=O)CSc2ccc(C(N)=O)cc2[N+](=O)[O-])cc1C
.	-2.1%	2.0%	COc1ccc(-n2nc(C(=O)NCCc3ccc(OC)c(OC)c3)c3c4ccccc4n(C)c3c2=O)cc1Cl
-3.9%	-0.6%	4.9%	CSc1nc(-c2ccc(C)cc2)nc(C(Cl)Cl)n1
-6.3%	-21.4%	0.3%	Cc1c(C)n2c(SCC(=O)N3CCCCCC3)nnc2[nH]c1=O
-2.9%	-8.7%	-7.5%	O=c1[nH][nH]c(C(F)(F)F)c1/C=N/N1CCOCC1
-7.6%	1.2%	-0.4%	Cc1ccc(-c2cc(C(=O)Nc3nn[nH]n3)c3ccccc3n2)cc1
-1.3%	1.6%	.	Cc1cc(C)nc(N2CCN(c3ncnc4c3oc3ccccc34)CC2)n1
-2.2%	-1.9%	18.0%	CCOCCCNCC(=O)NCC1CCCCC1
4.2%	-2.8%	-3.1%	C=CCSc1nc(C)cc(C(=O)OCC)c1C#N

A draw from above in order of number of heavy atoms, ascending:
N370S GC mod	GCN5L2 inh	FEN1 inh	SMILES
28.7%	0.6%	21.5%	Cc1ccccc1NC(=S)N1CCOCC1
-3.9%	-0.6%	4.9%	CSc1nc(-c2ccc(C)cc2)nc(C(Cl)Cl)n1
11.1%	-17.2%	-7.6%	CC(C)C(=O)Nc1sc2c(c1-c1nc3ccccc3[nH]1)CCCC2

Other records.
N370S GC mod	GCN5L2 inh	FEN1 inh	SMILES
2.2%	-1.7%	-5.6%	CCNc1sc(S(C)(=O)=O)nc1S(=O)(=O)c1ccc(Cl)cc1
-22.2%	-23.7%	-19.0%	COc1cc(/C=N/Nc2nc(Nc3ccccc3)nc(N3CCCCC3)n2)ccc1OCC(=O)O
.	-21.2%	1.5%	CC(C)c1cccc(C(C)C)c1OC(=O)[C@H]1OC(c2ccc(Br)cc2)=C[C@@H]1c1ccc(Br)cc1
.	-21.7%	-12.1%	Nc1nc(N)c(S(=O)(=O)c2ccccc2)c(Nc2ccc(Br)cc2)n1
1.0%&-9.9%	-12.3%&-9.6%	.	C[C@H](NC[C@H](O)CP(=O)(O)Cc1ccccc1)c1ccc(Cl)c(Cl)c1
.	-9.8%	-6.1%	CC1(C)NC(=O)N(CC(=O)N2CCN(c3cccc(Cl)c3)CC2)C1=O
-4.9%	-17.1%	.	COc1ccc2[nH]cc(CCNc3ncncc3-c3ccc(N(C)C)cc3)c2c1
-13.3%	0.1%	-5.5%	Cc1cnc(C(=O)N(CC(C)C)c2c(N)n(CC(C)C)c(=O)[nH]c2=O)cn1
4.3%	-2.6%	-6.2%	C=CCNc1ncnc2sc(SC)nc12
5.8%	-4.8%	11.0%	CCNC(=S)NNC(=O)c1ccccc1OC(F)F
-2.7%	0.5%	-2.7%	O=C(OCC(=O)N1CCN(c2ccccc2)CC1)c1cccc([N+](=O)[O-])c1
-19.2%	?	2.0%	CCCOc1ccc(N/C=C/C(=O)c2cc(OC)c(OC)c(OC)c2)cc1
7.2%	-0.3%	-0.7%	Cc1ccc2nc(C)cc(C(=O)OCC(=O)Nc3c(C)n(C)n(-c4ccccc4)c3=O)c2c1
1.9%	-22.5%	16.2%	CSc1nc2ccc3nc(NC(=O)c4ccc(C)cc4)sc3c2s1
-0.3%	-7.6%	1.5%	CCN1CCN(C(C(=O)NC2CCCC2)c2cc3c(cc2[N+](=O)[O-])OCO3)CC1 (stereo unspecified)
-1.6%	-0.3%	17.5%	CN(C)c1ccc(NC(=O)c2ccc3c(c2)nnn3C)cc1
11.5%	-7.5%	0.0%	COc1cc(NC(=O)COC(=O)c2cc(S(=O)(=O)N3CCCCC3)ccc2Cl)c(C)cc1[N+](=O)[O-]
-9.6%	-23.0%	0.8%	CC(=O)c1c(C)[nH]c(C(=O)NCc2ccccc2F)c1C
11.8%	-6.3%	-2.8%	Cc1cc(C(=O)Cn2nnc3ccccc3c2=O)c(C)n1Cc1cccs1
0.8%	2.0%	-1.7%	Cc1cccc(-n2ccnc2SCC(=O)Nc2nccs2)c1C

Following part:
N370S GC mod	GCN5L2 inh	FEN1 inh	SMILES
4.9%	-5.7%	0.6%	Cn1c2ccccc2n2c(=O)cc(-c3ccccc3)c(C#N)c12
-15.8%	-1.1%	-1.5%	COc1ccc(N(CC(=O)NC2CCCC2)S(=O)(=O)c2ccc(NC(C)=O)cc2)cc1
.	-7.9%	4.6%	CCCn1c2ccccc2c2cnn(CC(=O)Nc3cccc(C(=O)OCC)c3)c(=O)c21
-10.0%	-2.1%	-5.1%	COc1ccc(OC)c(NC(=O)CCOc2cccc(C)c2)c1
-2.3%	-10.2%	?	CCCC1CC(C)(c2csc(Nc3ccc(OCC)cc3)n2)OC1=O (stereo unspecified)
-1.7%	-2.0%	-12.0%	CC(C)Cc1csc(NC(=O)C(C)C)c1C(=O)O
-19.0%	-10.8%	32.4%	CCOc1ccccc1C(=O)N1CCN=C1SCc1cccnc1
-24.1%	-14.4%	1.8%	COC(=O)[C@]1(CC(C)C)N[C@H](c2ccc(-c3ccc(Cl)c(Cl)c3)cc2)[C@@H]2C(=O)N(C)C(=O)[C@@H]21
10.4%	-17.6%	-23.0%	CC(C)(C)Nc1nc(Cl)nc(NCc2ccccc2)n1
.	-1.0%	1.4%	COC(=O)c1cc(-c2ccc(Cl)cc2)c2c(=O)[nH]c(=O)n(C)c2n1
.	-9.3%	2.0%	Cc1cc(C)c2c(c1)OC(=O)CC2c1ccc2c(c1)OCO2 (stereo unspecified)
-2.2%	-1.0%	-4.2%	CCCCCC(=O)NC(CC(=O)OC)c1ccc2c(c1)OCO2 (stereo unspecified)
-0.3%	-5.3%	2.9%	CC(=O)Oc1ccc2c(c1)Oc1cc(OC(C)=O)ccc1C21OC(=O)c2ccccc21
.	?	-21.6%	CCN(CC)c1ccc(-n2nc3cc(C)c(NC(=O)c4ccccc4C)cc3n2)c(C)c1
26.2%	-5.5%	0.8%	COc1cc(OC)cc(-c2nc3ccccc3c(=O)n2OC(=O)c2ccccc2C)c1
-3.0%	-4.1%	0.5%	CS(=O)(=O)c1sc(C#N)c2c1C(=O)CC(c1ccccc1)C2 (stereo unspecified)
2.1%	-1.0%	19.4%	O=S1(=O)CCOCCN1Cc1ccccc1
-1.7%	2.1%	0.0%	CC(C)[C@H](NC(N)=O)C(=O)Nc1ccc(Oc2ccccc2)cc1
7.5%	-8.2%	-21.8%	COCCCNC(=S)Nc1ccc2nc(N3CCOCC3)cc(C)c2c1
0.0%	-28.6%	-1.9%	Cc1ccc(S(=O)(=O)N(C)C)cc1NC(=O)CN1C(=O)NC2(CCCCCC2)C1=O

Other compounds follow.
N370S GC mod	GCN5L2 inh	FEN1 inh	SMILES
2.7%	-16.0%	-16.3%	CCc1cc(=O)oc2cc(OCC(=O)N3CCCc4ccccc43)ccc12
-18.2%	-3.5%	-0.6%	O=C(NCC1COc2ccccc2O1)c1ccccc1 (stereo unspecified)
.	-6.9%	-14.2%	O=C(NCc1ccc2c(c1)OCO2)c1ccc(COc2cc(Cl)ccc2Cl)o1
-1.4%	-1.2%	3.4%	Cc1ccc(NC(=O)CSCC(=O)Nc2ccccc2C(=O)NC2CC2)cc1
1.9%	-4.6%	0.4%	CC1CCCCN1S(=O)(=O)c1ccc(S(=O)(=O)N(Cc2ccccc2)Cc2ccco2)cc1 (stereo unspecified)
-7.1%	0.7%	19.0%	O=C(CCCc1ccccc1)N1CCN(C2CCCCC2)CC1
0.8%	-3.7%	19.3%	CC(C)(C)NC(=O)NC(=O)COC(=O)c1cccc(F)c1
-5.7%	-12.1%	0.2%	COc1cc2c(cc1O)C(Cc1ccc(O)cc1)[N+](C)([O-])CC2 (stereo unspecified)
4.9%	-2.7%	4.5%	O=C(NCCC1=CCCCC1)C(=O)NCC(c1ccco1)N1CCN(c2ccccc2)CC1 (stereo unspecified)
7.0%	-8.1%	?	Cc1ccc(C)c(SCC(=O)OCC(=O)c2ccco2)c1
-7.0%	-8.2%	-15.3%	CCn1c(=O)n(CC)c2cc(N3CCCC3)c(NC(=O)c3ccccc3OC)cc21
9.4%	-12.2%	-3.5%	CCOC(=O)c1sc(NC(=O)c2cc3n(n2)C(C(F)(F)F)CC(c2ccccc2)N3)c(C(=O)OCC)c1C (stereo unspecified)
-6.3%	-5.1%	.	O=C(c1cccc(F)c1)N1CCC2(CCCN(c3ccccn3)C2)CC1
.	-3.6%	-7.3%	O=C(NCc1ccc2c(c1)OCO2)c1c(-c2ccsc2)sc2ccccc12
.	-7.8%	7.2%	Cc1cc(-c2ccc(C)c(S(=O)(=O)N3CCCC(C)C3)c2)on1 (stereo unspecified)
.	-4.4%	-20.6%	O=C1N[C@@H](Cc2ccccc2)COC(=O)[C@H](Cc2ccc(F)cc2)C/C=C\C[C@@H]1CC(=O)N(CCO)Cc1ccccc1
-0.7%	-1.7%	-8.4%	CC(=O)N1CCN(c2ccccc2NC(=O)c2ccco2)CC1
15.4%	-2.0%	4.2%	COc1ccc(CNc2oc(C)nc2C#N)cc1
.	-8.5%	-13.0%	O=C(Nc1cc(NC(=O)c2ccccc2Cl)ccc1Cl)c1ccccc1
27.4%	-4.8%	3.2%	CC(CC(=O)Nc1nc2ccccc2[nH]1)c1ccccc1 (stereo unspecified)

Going on with the list.
N370S GC mod	GCN5L2 inh	FEN1 inh	SMILES
7.8%	-6.8%	-3.1%	CCCc1ccc(-c2ccc(/C=C/C(=O)O)cc2)nc1
-5.9%	9.1%	-2.8%	O=C(CSc1nnnn1C1CCCCC1)N1CCN(C(=O)c2ccco2)CC1
-21.2%	-0.7%	-2.8%	O=C(CSc1nnc(-c2ccco2)n1-c1ccccc1)NCC1CCCO1 (stereo unspecified)
-8.3%	?	?	CC(=O)N(\C=C/C=C/C=C1\Sc2ccccc2C1=O)c1ccccc1
-1.0%	-8.7%	-10.1%	O=C(Nc1cccc(C(=O)O)c1)/C(=C/c1ccc([N+](=O)[O-])cc1)NC(=O)c1ccccc1
2.1%	-2.7%	0.8%	CCn1c(SCC(=O)NCc2ccc3c(c2)OCO3)nnc1-c1c[nH]c2ccccc12
2.5%	-2.0%	-3.0%	CCN(CC)S(=O)(=O)c1ccc(C)c(NC(=O)CSc2nc3ccc(C)cc3[nH]2)c1
-7.2%	0.6%	-11.9%	NC(=O)c1cc2ccccc2o/c1=N\NC(=O)c1ccccc1O
.	-8.1%	4.9%	CCc1ccc(-n2c(=O)c3c(C)c(C(=O)N(C)C)sc3n(CC(=O)Nc3cc(Cl)ccc3C)c2=O)cc1
-2.0%	-3.7%	1.0%	COC(=O)Cn1c(=NC(=O)CSCC(=O)Nc2cc(C)on2)sc2ccccc21
-16.8%	-2.5%	8.9%	O=C(CNC(=S)N(CCCN1CCOCC1)Cc1cccs1)N1CCCCCC1
1.4%	-0.4%	6.1%	COc1cccc(NC(=O)Nc2ccc3c(c2)nnn3C)c1

Whole records from above. Order of screens: N370S GC mod	GCN5L2 inh	FEN1 inh
CCc1ccc(-n2c(=O)c3c(C)c(C(=O)N(C)C)sc3n(CC(=O)Nc3cc(Cl)ccc3C)c2=O)cc1 is listed as .	-8.1%	4.9%
O=C(CNC(=S)N(CCCN1CCOCC1)Cc1cccs1)N1CCCCCC1 is listed as -16.8%	-2.5%	8.9%
NC(=O)c1cc2ccccc2o/c1=N\NC(=O)c1ccccc1O is listed as -7.2%	0.6%	-11.9%
CC(=O)N(\C=C/C=C/C=C1\Sc2ccccc2C1=O)c1ccccc1 is listed as -8.3%	?	?
CCN(CC)S(=O)(=O)c1ccc(C)c(NC(=O)CSc2nc3ccc(C)cc3[nH]2)c1 is listed as 2.5%	-2.0%	-3.0%

The list is partial (hit frequency here may not be typical).
